PTAP TSG101 blk: blocks PTAP/TSG101 interaction to inhibit HIV-1 budding; Potency, µM (highest dose often 115 µM), inactives show at the highest dose activity change, negative = inhibition, usual class: inhibitors; Fluorescence polarization, FITC-PTAP peptide / Tsg101 binding; Q99816; AID 493005; 340,000 tested, under 10 active; active = well fitted inhibition curve with a large enough effect in the main read-out, with a control signal flat, not every such curve was filed as active; inconclusive = small, poorly fitted or top-dose-only effect, or effect the other way, or a change in a side signal; inactive = no such curve, though single readings can be large or run the other way; note: potency is the fitted concentration of half-maximal effect; % of control where 0% means no effect
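Fluorescence anisotropy tracks displacement of a FITC-tagged PTAP peptide (50 nM) from the Tsg101 binding domain (10 uM), following a 20 min room-temperature incubation at pH 7.5.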
uPA surface inh: inhibitors of cell surface uPA generation | cell surface uPA generation assay, qHTS | Potency, µM (top dose mostly 38.3 µM), for the others: at the top dose activity change, negative = inhibition, most hits filed as inhibitors | hit rate 0.31% among 330,000 | AID 540303; active = well fitted inhibition curve with a large enough effect; inconclusive = small, poorly fitted or top-dose-only effect; inactive = no such curve, though single readings can be large or run the other way; tested in mouse RAW 264.7 cells; note: potency is the fitted concentration of half-maximal effect; % is set by controls: 0 for no effect and ±100 for the full control effect; nearly all actives have a fitted effect of over 55% in size
TCR activator: T cell receptor activation; 330,000 tested, under 10 active; Potency, µM (doses to about 9.22 µM), inactives show at the highest dose activation of IL-2 secretion, usual class: activators; primary human leukocytes, anti-CD3, IL-2 HTRF, 48 h; note: % of control where 0% means no effect
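TCR engagement came from a-CD3 beads alone, with compounds added to primary human leukocytes for 48 hr. Secreted IL-2 bridged europium cryptate- and d2-labelled anti-IL-2 antibodies, giving FRET emission at 665nm after 320nm excitation.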
USP2a block: inhibitors of human ubiquitin-specific protease USP2a; USP2 core, Ub-CHOP2 coupled fluorogenic reporter, 485/531; hit rate 0.01% among 330,000; Potency, µM (titrated, usually from 38.3 µM), for the others: top-dose activity change, negative = inhibition, hits mostly inhibitors;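 note: potency is the fitted concentration of half-maximal effect; plate controls were DMSO wells for no effect and full inhibition by NEM control for full effect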
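Cell-free coupled assay: 10nM USP2 core preincubated 30min RT with compound in Tris-HCl pH 8.0/CaCl2/CHAPS buffer, then 25nM Ub-CHOP2 and 25nM reporter substrate; fluorescence (Ex 485/Em 531) read after 60min RT, normalized to NEM inhibition, concentration-response curves fitted.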
BCR signal inh: blocks chronic active B-cell receptor signaling | ABC-DLBCL IkBa-CBG/CBR reporter, luminescence ratio, 4 h | Potency, µM (series often up to 46.1 µM), for the others: top-dose ratio change, negative = lower green/red ratio, hits mostly inhibitors | hit rate 0.05% among 340,000 | AID 493014; active = well fitted inhibition curve with a large enough effect in the signal ratio, with a control signal flat, not every such curve was filed as active; inconclusive = small, poorly fitted or top-dose-only effect, or effect the other way, or a change in a side signal; the % refers to the signal ratio;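 note: potency is the fitted concentration of half-maximal effect; plate controls were basal doxycycline-induced cells for no effect and cells given 10 µM MG132 for full effect; MG132 reads +100%, hits lower the ratio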
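Concentration-response series (up to 46 uM) were applied to TMD8 dual-reporter cells for 4 h at 37C with doxycycline. Green/red ratio, after filter-overlap correction, defined %Activity; red signal alone was normalised to basal cells and zero luminescence.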
ELG1 repair inh: blocks ELG1-dependent DNA repair in HEK293T cells | HEK293T ELG1-luciferase reporter, luminescence, 16 h; DNA damage induced by 5-fluorouridine | Potency, µM (titrated, usually from 46.1 µM), inactives show at the highest dose activity change, negative = inhibition, most hits filed as inhibitors | hit rate 2.3% among 330,000; note: potency is the fitted concentration of half-maximal effect; % is set by controls: 0 for no effect and ±100 for the full control effect; nearly all actives have a fitted effect of over 55% in size
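DMSO vehicle served as the neutral condition. Each well held 2,000 cells given 5-fluorouridine plus compound; after 16 hr at 37 °C/5% CO2, ONE-Glo was added and luciferase measured 30 min later.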
B2AR arrestin: beta2AR (human) beta-arrestin recruitment activity; P07550; hit rate 0.02% among 330,000; AID 492947; beta-arrestin recruitment to beta2AR, cell-based reporter; Potency, µM (doses to about 46.1 µM), inactives show top-dose activation, hits mostly activators;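 note: potency is the fitted concentration of half-maximal effect; 0% = DMSO controls and full agonism = EC100 isoproterenol or metaproterenol; nearly all actives have a fitted effect of over 65% in size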
Mito fusion act: mitochondrial division inhibition or fusion activation | S. cerevisiae fusion-defective mutant growth rescue, CellTiterGlo 48 h | hit rate 0.23% among 320,000 | Potency, µM (doses to about 46.1 µM), without a hit: top-dose growth rescue (activation), actives largely listed as activators | AID 485298;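 note: potency is the fitted concentration of half-maximal effect; % of control where 0% means no effect; nearly all actives have a fitted effect of over 45% in size; temperature-sensitive fusion mutants such as fzo1-1 at 37 °C on non-fermentable ethanol glycerol medium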
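Growth-rescue viability read-out: after 48 h at the non-permissive 37C in glycerol/ethanol YPEG, yeast mitochondrial fusion mutants are measured by CellTiterGlo luminescence; compounds (23 nl pinned per well) restoring growth score as division inhibitors or fusion activators.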
Tb PFK inh: blocks T. brucei phosphofructokinase. hit rate 0.17% among 330,000. Potency, µM (series often up to 57.5 µM), for inactives: at the top dose activity, negative = inhibition, usual class: inhibitors. T. brucei PFK, ADP-Glo luminescence. AID 485367. O15648;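 note: potency is the fitted concentration of half-maximal effect; 0% = uninhibited 1x PFK enzyme wells and -100% = no-enzyme wells; nearly all actives have a fitted effect of over 60% in size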
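PFK 1.25 nM, F6P 0.5 mM, ATP 0.1 mM, 0.1 M TEA pH 8.0, 5 mM MgCl2, 0.01% Tween20, 0.1% BSA; 45 min RT. ADP-Glo readout. qHTS titration up to 57 uM; curves fitted, compounds curve-classed.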
TSHR antagonist: human thyrotropin receptor antagonism; P16473; TSHR-expressing cells, TSH-stimulated cAMP HTRF, 2 h; stronger effect = lower value; activity change, negative = inhibition, % at 11.5 µM; hit rate 0.2% among 330,000; AID 504810;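 active = activity change below a set negative limit, meaning inhibition stronger than a set level, cut at about -70% in these data; inconclusive = activity change between two set negative limits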; note: % is set by controls: 0 for no effect and ±100 for the full control effect
Target sequence (P16473 whole entry, looked up): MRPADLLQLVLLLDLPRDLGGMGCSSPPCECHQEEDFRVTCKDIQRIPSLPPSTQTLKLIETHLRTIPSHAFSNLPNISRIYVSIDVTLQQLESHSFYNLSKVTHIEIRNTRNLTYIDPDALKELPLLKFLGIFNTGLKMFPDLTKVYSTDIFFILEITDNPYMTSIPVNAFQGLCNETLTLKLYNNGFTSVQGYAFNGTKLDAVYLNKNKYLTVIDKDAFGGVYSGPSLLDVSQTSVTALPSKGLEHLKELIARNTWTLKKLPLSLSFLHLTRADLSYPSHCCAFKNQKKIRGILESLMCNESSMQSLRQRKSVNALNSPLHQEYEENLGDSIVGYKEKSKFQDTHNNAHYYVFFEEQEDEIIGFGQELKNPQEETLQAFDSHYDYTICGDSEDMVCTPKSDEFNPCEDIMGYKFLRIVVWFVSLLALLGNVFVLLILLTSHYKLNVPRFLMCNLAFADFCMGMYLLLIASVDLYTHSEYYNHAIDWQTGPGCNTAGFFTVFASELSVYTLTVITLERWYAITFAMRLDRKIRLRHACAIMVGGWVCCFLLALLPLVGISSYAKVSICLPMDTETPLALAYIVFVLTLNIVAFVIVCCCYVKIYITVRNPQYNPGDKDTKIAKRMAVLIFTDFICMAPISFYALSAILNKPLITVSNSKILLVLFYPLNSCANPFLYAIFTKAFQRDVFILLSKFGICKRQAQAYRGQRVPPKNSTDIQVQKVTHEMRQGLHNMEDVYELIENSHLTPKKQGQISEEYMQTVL
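Freshly harvested TSHR cells receive pin-tooled compound, then EC80 TSH at 4nM final. After 2 hours at 37 deg C, antibody in lysis buffer and cAMP-d2 are added; 30 minutes at ambient temperature precede the HTRF read.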
Eya2 phos inh: Eya2 (human) phosphatase inhibition | O00167 | recombinant Eya2, OMFP fluorescence dephosphorylation (OMFP is methylfluorescein phosphate) | hit rate 0.006% among 330,000 | Potency, µM (top dose mostly 76.9 µM), inactives show at the top dose activity, negative = inhibition, hits mostly inhibitors; note: potency is the fitted concentration of half-maximal effect; % is set by controls: 0 for no effect and ±100 for the full control effect
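Eya2 (0.2 uM) preincubated 10 min at ambient with compound, then OMFP substrate added at 50 uM; 10 min reaction in 50 mM HEPES pH 7.5, 50 mM NaCl, 5 uM MgCl2, 0.05% BSA, 1 mM DTT. Fluorescence read at Ex 485/Em 525 nm.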
* = called active by the depositor; ? = inconclusive; nt = not tested or not shown; [ ] = remark or other dose. Unless noted, calls come from the whole dose curve; as a rule, active = well fitted curve in the direction sought with a large enough effect; inconclusive = small, poorly fitted or top-dose-only effect, or another doubt; inactive = no such curve, though single readings can be large; an effect the other way counts as inactive or inconclusive. Rows are unselected; 3% or so of the library scored in one or more.

Value order: BCR signal inh | TSHR antagonist | USP2a block | Tb PFK inh | uPA surface inh | Mito fusion act | B2AR arrestin | PTAP TSG101 blk | TCR activator | Eya2 phos inh | ELG1 repair inh
1: CCOc1ccc(NC(=O)C(C)NC(=O)c2ccccc2Cl)cc1S(=O)(=O)N1CCCC1 (configuration not stated)
    2% | 8 | ? | 0% | -3% | -2% | -0.1% | -4% | 0% | ? | 22%
2: COc1ccc(OC)c(NC(=O)C(=O)NCc2ccncc2)c1
    -9% | 2 | 0% | 0% | -7% | -1% | -0.6% | 0% | -2% | 0% | 15%
3: O=C(O)c1ccccc1-n1c2ccccc2c2ccccc21
    5% | -7 | 2% | -11% | 2% | 18% | -0.6% | 0% | -2% | -5% | 3%
4: CCn1c2ccc(C)cc2c2n[nH]c(=S)nc21
    -3% | 5 | 0% | -6% | -7% | -13% | 0.1% | -3% | 0% | 9% | 2%
5: CC(C)Cn1c(N)c(C(=O)COC(=O)c2ccccc2F)c(=O)n(C)c1=O
    0% | -4 | -1% | -4% | -1% | 0% | 0.0% | -4% | 3% | 9% | ?
6: CCOC(=O)N1CCC(NC(=O)c2cc(C(=O)Nc3cccc(OC)c3)ccc2CO)CC1
    ? | -1 | 3% | 1% | 4% | 0% | -0.4% | -6% | 5% | -13% | -24%
7: CC1=CC(C)(C)N(S(=O)(=O)c2ccc(C)cc2)c2ccc(C)cc21
    ? | -3 | 6% | 0% | ? | 0% | 0.4% | -2% | -2% | -13% | -2%
8: Cc1ccccc1NC(=S)N1CCN(c2ccccc2C)CC1
    -2% | 46 | 1% | 0% | -1% | -12% | 0.5% | 2% | 4% | 1% | 0%
9: CC(=O)Nc1ccc(S(=O)(=O)N(C)CC(=O)OCC(=O)Nc2ccc3c(c2)OCO3)cc1
    ? | -3 | 3% | -5% | 4% | -4% | -1.0% | -4% | 1%[46.1 µM] | -2% | ?
10: C/C(=N\Nc1cccc(C(=O)O)c1)c1cc2ccccc2o1
    ? | -4 | 1% | 2% | 2% | 8% | 0.4% | -4% | 1% | 0% | ?
11: O=c1nc2s/c(=C\c3ccco3)c(=O)n2nc1Cc1ccccc1
    15% | -5 | -3% | -3% | 6% | 4% | 0.4% | -7% | 1% | 3% | -2%
12: O=C(CN(C(=O)CCC(=O)Nc1ccccn1)c1ccc2c(c1)OCCO2)NCCc1ccccc1
    -1% | -11 | 0% | -2% | -1% | 0% | 0.2% | -2% | 0% | -7% | 6%
13: C[C@H]1COC(=O)[C@@H](Cc2ccc(F)cc2)C/C=C\C[C@H](CC(=O)NCCO)C(=O)N1
    -2% | -1 | 2% | 12% | 10% | nt | -1.0% | -2% | -6% | 3% | 8%
14: Cc1ccc(-c2noc(CSc3nnc(Cc4cccs4)n3-c3ccccc3)n2)cc1
    ? | -9 | 3% | 1% | -8% | 9% | -0.3% | -6% | 3% | -3% | -18%
15: CCCCOc1ccc(C(=O)NNC(=O)c2cnccn2)cc1OC
    0% | -4 | 0% | 1% | -5% | nt | -0.4% | 0% | 0%[46.1 µM] | 0% | ?
16: Cn1cccc1/C=C1\SC(=S)N(NC(=O)c2ccccc2O)C1=O
    -1% | -1 | 8% | 0% | 0% | 4% | -0.1% | 27% | 2% | 4% | 0%
17: Cc1cccc(C)c1Nc1ncnc2ccccc12
    7% | 10 | 2% | 8% | 6% | -1% | -0.4% | -1% | -9% | 6% | 5%
18: CCOC(=O)N1CCN(CC(O)COCc2ccc(OC)c(OC)c2)CC1 (configuration not stated)
    0% | 0 | 2% | -2% | 0% | -7% | 0.5% | -3% | 5%[46.1 µM] | 2% | 7%
19: COCCN(CCOC)S(=O)(=O)c1ccc(/C(O)=C(\C#N)c2nc3ccccc3[nH]2)cc1
    -21% | -2 | 2% | -2% | 1% | 2% | 0.0% | -1% | 2% | 9% | 9%
20: COc1ccc(C(=O)NC(C)c2nnc(SCC(=O)NC3CCCCC3)n2C)cc1 (configuration not stated)
    4% | 1 | 1% | -6% | 10% | -1% | -0.6% | -3% | -2% | 2% | 3%
21: CCOC(=O)c1ccc(COc2nc3ccccc3nc2-c2ccccc2NC(C)=O)o1
    ? | -11 | -1% | -1% | 0% | 0% | -2.0% | 0% | 5% | -28% | -1%
22: Cc1nn(CC(=O)Nc2ccc(S(=O)(=O)N(C)C)cc2)c(C)c1[N+](=O)[O-]
    ? | -10 | 4% | -10% | 1% | -5% | 0.1% | -1% | 0%[46.1 µM] | -2% | 7%
23: O=C(NCCc1ccccc1)C1(c2ccccc2)CCCC1
    12% | -8 | 3% | -4% | 9% | -4% | -0.1% | 0% | 6% | -15% | -6%
24: OCCN1CCN(C(=S)NC2CCCC2)CC1
    -2% | 6 | 7% | 2% | -4% | 0% | 0.4% | -1% | -3% | 5% | 2%
25: COc1ccc(C(=O)NCCOc2ccccc2)cc1S(=O)(=O)N1CCOCC1
    0% | -2 | -3% | -2% | 2% | 2% | 0.0% | -2% | 9% | 3% | 5%
26: O=C(N=C1c2ccccc2CN1c1ccc(F)cc1)c1ccc(Cl)nc1
    0% | 6 | 3% | 0% | -1% | 1% | 0.4% | 1% | -1%[46.1 µM] | -2% | ?
27: O=C(Cn1c(=O)c(=O)n(Cc2ccccc2)c2ccc(Cl)cc21)Nc1cccc(F)c1
    -5% | 13 | 3% | 0% | -2% | -2% | -0.2% | 0% | 1%[46.1 µM] | -17% | -4%
28: CC(Sc1nc(O)c(-c2ccccc2)c(=O)[nH]1)C(=O)Nc1ccc(Cl)cc1 (configuration not stated)
    ? | -3 | 0% | 1% | 1% | -1% | -0.2% | 0% | 5% | 5% | 4%
29: CC(Sc1nc2ccccc2s1)C(=O)Nc1ccc2c(c1)OCO2 (configuration not stated)
    -5% | 4 | -2% | 2% | -2% | 19% | -1.9% | -3% | 2%[46.1 µM] | -4% | 1%
30: COc1ccc(CNC(=O)C2CCN(C(=O)N3CCOc4ccc(C)cc43)CC2)cc1
    6% | 7 | 2% | 1% | 4% | 0% | 0.3% | -9% | 3% | -3% | ?
31: CCOC(=O)C1=C(CC)Nc2ccccc2N/C1=N\S(=O)(=O)c1cc(Br)ccc1Br
    ? | -21 | -4% | -9% | 2% | -33%[inhibitor] | -0.3% | 0% | 0% | -10% | ?
32: CCOC(=O)c1sc(NC(=O)CNCc2ccccn2)c(C(=O)OCC)c1C
    -5% | 7 | 0% | -4% | -1% | 15% | 0.3% | 0% | 14% | -23% | 12µM*
33: Cc1cccc2c(=O)c(Br)c(C)n(Cc3ccccc3)c12
    1% | -4 | 1% | -3% | -2% | -1% | 0.1% | -4% | 5% | -4% | -1%
34: CCCCN(C(=O)CNC(=O)c1ccco1)C(C(=O)NC1CCCCC1)c1ccc(OC)cc1OC (configuration not stated)
    5% | -11 | 1% | 0% | 1% | 6% | 0.0% | 3% | -4% | -10% | 6%
35: COc1ccc(C2CC(=O)C(C3NCCc4ccccc43)=C(O)C2n2cncn2)cc1 (configuration not stated)
    10% | 19 | -2% | -1% | 3% | 2% | -0.1% | 0% | 8% | -25% | 0%
36: C/C(=N/NC(=O)c1ccccn1)c1ccc(O)cc1
    ? | 5 | 3% | -7% | ? | 6% | -0.4% | 0% | 4% | -3% | ?
37: CN(C)c1nc(C(=O)Nc2ccccc2)nc(N(C)C)n1
    1% | -2 | 0% | 19% | 6% | 8% | -0.4% | -4% | -21% | -27% | 2%
38: CC(=O)N1CCN=C1SCc1ccc(C(F)(F)F)cc1
    -8% | 5 | 0% | 0% | ? | -1% | 0.2% | -1% | -2% | -13% | 8%

Screens as filed in PubChem BioAssay.
